GC-B act – human GC-B receptor activators, primary screen, HEK293 GC-B cells, cGMP TR-FRET, EC30 CNP; Atrial natriuretic peptide receptor 2 (Homo sapiens), P20594; 0% at EC30 CNP, 100% saturating CNP; activation, % at 10 µM; 370,000 compounds, 0.11% hits; AID 1920062, 2024;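 active means activation at 10 µM reaching about 35% in either raw or pattern-adjusted values, limit read from the data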
HTRA1 inh – HTRA1 serine protease inhibitors, primary screen, biochemical, fluorescence polarization, HTS | Q92743 | recombinant HTRA1, FP-rhodamine activity-based probe | inhibition, % at 5.96 µM | 340,000 compounds, 0.5% hits; in the data active means inhibition above about 36%;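 further: 0% = enzyme with DMSO and 100% = wells lacking enzyme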
Target sequence (Q92743 whole entry, looked up): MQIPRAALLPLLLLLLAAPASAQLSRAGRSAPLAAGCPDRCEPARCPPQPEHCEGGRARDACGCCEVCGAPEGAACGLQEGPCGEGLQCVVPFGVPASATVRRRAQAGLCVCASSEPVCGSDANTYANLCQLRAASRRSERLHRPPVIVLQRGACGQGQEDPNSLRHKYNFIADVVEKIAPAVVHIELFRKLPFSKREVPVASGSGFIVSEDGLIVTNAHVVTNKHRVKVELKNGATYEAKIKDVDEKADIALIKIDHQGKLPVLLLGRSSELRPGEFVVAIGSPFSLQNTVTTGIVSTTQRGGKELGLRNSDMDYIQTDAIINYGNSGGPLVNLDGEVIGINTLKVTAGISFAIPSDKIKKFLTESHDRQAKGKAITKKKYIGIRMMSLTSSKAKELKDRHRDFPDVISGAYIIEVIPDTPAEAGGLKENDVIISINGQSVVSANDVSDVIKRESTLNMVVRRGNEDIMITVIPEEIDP
PRMT1 inh – PRMT1 methyltransferase inhibitors, primary screen, biochemical, fluorescence polarization; 370,000 compounds, 1.3% hits; recombinant PRMT1, activity-based probe fluorescence polarization; AID 652257, 2013; inhibition, % at 2.79 µM; Protein arginine N-methyltransferase 1 (Homo sapiens), Q99873;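 active means inhibition above about 21% made by adding two undisclosed values, limit read from the data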
GC-A act – GC-A stimulated cGMP production enhancers – HEK293 GC-A cells, cGMP TR-FRET, EC30 ANP, primary screen; 370,000 compounds, 0.14% hits; 0% at EC30 ANP, 100% saturating ANP; activation, % at 10 µM; in the data active means activation above about 40%
rCAG RNA binder – binders of r(CAG) RNA repeats, primary screen, biochemical, fluorescence | inhibition, % at 3 µM | 370,000 compounds, 1.3% hits | r(CAG) RNA repeat, TO-PRO-1 dye displacement fluorescence;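 active means inhibition above the plate cutoff, the mean of all test compounds on that plate plus 3 SD, cut at about 35% in these data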;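 further: 0% = DMSO alone and 100% = 100 µM mitoxantrone as full dye displacement; higher means more dye released from RNA so lower well fluorescence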
TCR CD3 inh – inhibitors of human TCR-CD3 interaction, primary screen, biochemical, fluorescence, TAMRA-labeled TCR probe. inhibition, % at 9.4 µM. T-cell receptor (TCR). 360,000 compounds, 0.37% hits; in the data active means inhibition above about 19%;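 further: recombinant mutant TCR 2C K166C tagged with TAMRA read by polarization; 0% = receptor in buffer alone and 100% = receptor with positive control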
mABHD4 FP – ABHD4 inhibitors, primary screen, biochemical, fluorescence polarization, mouse | (Lyso)-N-acylphosphatidylethanolamine lipase (Mus musculus), Q8VD66 | purified mABHD4, FP-Rh probe fluorescence polarization | inhibition, % at 8.92 µM | 370,000 compounds, 0.54% hits;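 active means inhibition exceeding the mean over every tested compound plus 3 SD, cut at about 30% in these data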;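 further: 0% = plate median of compound wells and 100% = S159A mutant with DMSO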
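Doses – 8.92 µM, single dose · Material – wild-type mouse ABHD4 protein · Replication – single well per compound (singlicate) · Measure – percent inhibition of probe binding, normalized to plate controls · Schedule – 45 min compound pre-incubation plus 60 min probe step, 25 °C · Detection – fluorescence polarization with parallel and perpendicular emission, 525/598 nm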
SIAE inh – human SIAE inhibitors, primary screen, biochemical, fluorescence polarization, FP-Rh probe, 1536-well HTS; Sialate O-acetylesterase (Homo sapiens), Q9HAT2; inhibition, % at 9.66 µM; SIAE FP-Rh probe binding; 370,000 compounds, 0.69% hits;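 active means inhibition above a cutoff: mean of compounds within the control limits plus 3 SD of those, cut at about 17% in these data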;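 further: 0% = plate median of compound wells and 100% = probe without SIAE protein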
UHRF1 binding – UHRF1 methylated DNA binding inhibitors, primary screen, counter-screen for MBD2 inhibitor project, biochemical, TR-FRET, human UHRF1, single concentration; UHRF1 binding to methylated oligo; inhibition, % at 4.4 µM; 370,000 compounds, 0.75% hits; AID 687016, 2013; in the data active means inhibition above about 21%;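 further: UHRF1 SRA domain binding a hemimethylated CpG hairpin DNA probe; 0% = median of test compound wells and 100% = reference inhibitor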
MBD2 DNA inh – inhibitors of MBD2 binding to methylated DNA, primary screen, biochemical, TR-FRET, DNA-binding domain, human; inhibition, % at 4.4 µM; Methyl-CpG-binding domain protein 2 (Homo sapiens), Q9UBB5; MBD2 binding to methylated oligonucleotide; 370,000 compounds, 0.31% hits; in the data active means inhibition above about 13%
Target sequence (Q9UBB5 whole entry, looked up, the tested form may be a part): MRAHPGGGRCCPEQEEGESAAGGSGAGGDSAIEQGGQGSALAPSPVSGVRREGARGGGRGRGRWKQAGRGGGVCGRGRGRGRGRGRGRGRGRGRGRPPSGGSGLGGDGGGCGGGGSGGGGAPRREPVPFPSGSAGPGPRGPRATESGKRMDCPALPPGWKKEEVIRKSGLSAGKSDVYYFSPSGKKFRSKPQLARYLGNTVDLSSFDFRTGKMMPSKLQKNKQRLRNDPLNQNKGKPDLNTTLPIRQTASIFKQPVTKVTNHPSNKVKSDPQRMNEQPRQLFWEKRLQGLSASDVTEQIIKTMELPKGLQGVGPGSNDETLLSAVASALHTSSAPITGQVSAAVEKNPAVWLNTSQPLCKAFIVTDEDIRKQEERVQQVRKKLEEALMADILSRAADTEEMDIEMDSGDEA
Numbers without * were called inactive. An excerpt; count on the stated rates, not on these rows.

`O=C1CN(C(=O)c2ccc3nc(Cc4cccc(Cl)c4)oc3c2)CCN1` gave GC-B act -3, HTRA1 inh 4, PRMT1 inh -1, GC-A act 3, rCAG RNA binder -4, TCR CD3 inh 13, mABHD4 FP 8, SIAE inh 3, UHRF1 binding -5 and MBD2 DNA inh -7.
For COc1cc(C(C(=O)NC2CCCCC2)N(C(=O)Cc2c[nH]c3ccccc23)c2ccc(C)cc2)cc(OC)c1OC (centres undefined) the results were GC-B act -18, HTRA1 inh -12, PRMT1 inh -3, GC-A act -31, rCAG RNA binder -1, TCR CD3 inh 5, mABHD4 FP -9, SIAE inh 5, UHRF1 binding -3 and MBD2 DNA inh 3.
Screening COc1ccc(C(C)C)cc1S(=O)(=O)N1CC(C)OC(C)C1 (centres undefined) returned GC-B act -2, HTRA1 inh 4, PRMT1 inh -2, GC-A act 1, rCAG RNA binder -8, TCR CD3 inh -5, mABHD4 FP 5, SIAE inh 6, UHRF1 binding -2 and MBD2 DNA inh -2.
COc1ccc(Cn2ccnc2SCC(=O)Nc2ccccc2)cc1 was read as GC-B act 0, HTRA1 inh 2, PRMT1 inh 3, GC-A act -1, rCAG RNA binder -6, TCR CD3 inh -3, mABHD4 FP 8, SIAE inh 3, UHRF1 binding 2 and MBD2 DNA inh -6.
Screening Cc1ccc2oc(=O)ccc2c1 returned GC-B act -3, HTRA1 inh 1, PRMT1 inh 2, GC-A act -3, rCAG RNA binder -1, TCR CD3 inh -6, mABHD4 FP -1, SIAE inh 4, UHRF1 binding 0 and MBD2 DNA inh 2.
Cc1ccc(NC(=O)Cn2ncn3c(cc4ccccc43)c2=O)cc1F was read as GC-B act -7, HTRA1 inh -35, PRMT1 inh -1, GC-A act -2, rCAG RNA binder 19, TCR CD3 inh -2, mABHD4 FP -10, SIAE inh 2, UHRF1 binding 1 and MBD2 DNA inh 8.
CC(C)Cc1ccc(CN2CCC(n3nccc3NC(=O)C3CCCC3)CC2)cc1 was read as GC-B act -3, HTRA1 inh -8, PRMT1 inh -3, GC-A act -5, rCAG RNA binder -11, TCR CD3 inh -3, mABHD4 FP -2, SIAE inh 9, UHRF1 binding 8 and MBD2 DNA inh 4.
`CC1(C(=O)NS(=O)(=O)c2ccc(C#N)cc2)CCN1C(=O)CC1CCCCC1` (centres undefined) gave GC-B act 1, PRMT1 inh -6, GC-A act -3, rCAG RNA binder 5, TCR CD3 inh -7, mABHD4 FP 1, SIAE inh -6, UHRF1 binding 0 and MBD2 DNA inh -1.
COCCN(C(=O)Cn1c(C(F)(F)F)nc2ccccc21)c1c(N)n(Cc2ccccc2)c(=O)[nH]c1=O was read as GC-B act 2, HTRA1 inh 2, PRMT1 inh -1, GC-A act -4, rCAG RNA binder -2, TCR CD3 inh 3, mABHD4 FP 5, SIAE inh -1, UHRF1 binding -1 and MBD2 DNA inh 0.
Screening O=C(Cn1nnc(-c2ccccc2)n1)N/N=C/c1ccco1 returned GC-B act -2, HTRA1 inh 2, PRMT1 inh -4, GC-A act -1, rCAG RNA binder 2, TCR CD3 inh -4, mABHD4 FP -10, SIAE inh -9, UHRF1 binding 4 and MBD2 DNA inh 2.
COc1cccc(NC(=O)COC(=O)c2c3c(nc4ccccc24)CCC(C)C3)c1 (centres undefined) was read as GC-B act -2, HTRA1 inh -62, PRMT1 inh -2, GC-A act -3, rCAG RNA binder 3, TCR CD3 inh -2, mABHD4 FP 3, SIAE inh 0, UHRF1 binding -3 and MBD2 DNA inh -6.
CCOC(=O)Cn1nc(-c2ccc(Cl)cc2)ccc1=O was read as GC-B act -3, HTRA1 inh -3, PRMT1 inh -4, GC-A act 1, rCAG RNA binder -4, TCR CD3 inh 2, mABHD4 FP -3, SIAE inh -1, UHRF1 binding -4 and MBD2 DNA inh 3.
Screening O=C(CCN1C(=O)c2ccc([N+](=O)[O-])cc2C1=O)Nc1cccc(O)c1 returned GC-B act -7, HTRA1 inh 10, PRMT1 inh 1, GC-A act -1, rCAG RNA binder -3, TCR CD3 inh 2, mABHD4 FP -12, SIAE inh 4, UHRF1 binding 1 and MBD2 DNA inh -2.
`O=C(O)C1CCCCC1C(=O)OCCCCOC(=O)C1CCCCC1C(=O)O` (centres undefined) gave GC-B act 7, HTRA1 inh 5, PRMT1 inh -2, GC-A act 2, rCAG RNA binder 1, TCR CD3 inh 7, mABHD4 FP 3, SIAE inh 7, UHRF1 binding -1 and MBD2 DNA inh 4.
`Cc1nc(NC(C)c2ccccc2)c2oc3ccccc3c2n1` (centres undefined) gave GC-B act -14, HTRA1 inh -15, PRMT1 inh 0, GC-A act 2, rCAG RNA binder 3, TCR CD3 inh 7, mABHD4 FP -10, SIAE inh 1, UHRF1 binding -1 and MBD2 DNA inh -3.
O=C(O)c1ccccc1SC1CC(=O)N(c2cccc3ccccc23)C1=O (centres undefined) was read as GC-B act 7, HTRA1 inh -2, PRMT1 inh 84*, GC-A act -1, rCAG RNA binder 10, TCR CD3 inh 7, mABHD4 FP -2, SIAE inh -8, UHRF1 binding 2 and MBD2 DNA inh -4.
O=S1(=O)CCOC[C@H](Cc2ccccc2)N1Cc1cccc(F)c1 was read as GC-B act 1, HTRA1 inh -9, PRMT1 inh 5, GC-A act -2, rCAG RNA binder -7, TCR CD3 inh -5, mABHD4 FP -5, SIAE inh 6, UHRF1 binding 3 and MBD2 DNA inh 0.
Cc1ccc(OCC(=O)NNC(=O)C(C)Sc2ncnc3sc(C)c(C)c23)cc1 (centres undefined) was read as GC-B act -2, HTRA1 inh -10, PRMT1 inh 0, GC-A act -4, rCAG RNA binder 1, TCR CD3 inh 4, mABHD4 FP -6, SIAE inh -4, UHRF1 binding -4 and MBD2 DNA inh 0.
`COC(=O)[C@]12C[C@H](CC(=O)NCc3cccc(C(F)(F)F)c3)C(=O)N(Cc3ccc4c(c3)OCO4)C1=C[C@H](C(C)(C)C)O[C@@H]2C` gave GC-B act 3, PRMT1 inh -1, GC-A act 0, rCAG RNA binder 3, TCR CD3 inh 10, mABHD4 FP -3, SIAE inh 2, UHRF1 binding 1 and MBD2 DNA inh -1.
For CSCC[C@H](NC(=O)c1cccc(S(=O)(=O)N2CCCCC2)c1)c1nc2ccccc2[nH]1 the results were GC-B act 1, HTRA1 inh -19, PRMT1 inh 2, GC-A act -4, rCAG RNA binder 7, TCR CD3 inh 6, mABHD4 FP -3, SIAE inh -2, UHRF1 binding 1 and MBD2 DNA inh -3.
`O=c1[nH]c2ccc(NC(=S)Nc3ccccc3)cc2[nH]1` gave GC-B act -9, HTRA1 inh 5, PRMT1 inh 1, GC-A act -3, rCAG RNA binder 1, TCR CD3 inh 7, mABHD4 FP 1, SIAE inh 2, UHRF1 binding -6 and MBD2 DNA inh -3.
`CC[n+]1c(/C=C2/C=C(C)CC(C)C2)sc2ccccc21` (centres undefined) gave GC-B act 3, HTRA1 inh -2, PRMT1 inh 28*, GC-A act -5, rCAG RNA binder 14, TCR CD3 inh -12, mABHD4 FP 9, SIAE inh 4, UHRF1 binding -5 and MBD2 DNA inh -7.
For CC(C)(C)OC(=O)CNC(=O)c1[nH]cnc1C(=O)Nc1ccc(CNC(=O)OC(C)(C)C)cc1 the results were GC-B act 4, HTRA1 inh -37, PRMT1 inh -2, GC-A act 2, rCAG RNA binder 2, TCR CD3 inh -6, mABHD4 FP -26, SIAE inh -44, UHRF1 binding 0 and MBD2 DNA inh -6.
For CCCc1cc(C(=O)Nc2sc3c(c2C(=O)OCC)CCCC3)no1 the results were GC-B act -7, HTRA1 inh 6, PRMT1 inh 1, GC-A act 5, rCAG RNA binder 1, TCR CD3 inh -3, mABHD4 FP 5, SIAE inh -5, UHRF1 binding 1 and MBD2 DNA inh 0.

Part of the list above in order of length of the SMILES, smallest number first.
`Cc1nc(NC(C)c2ccccc2)c2oc3ccccc3c2n1` (centres undefined) gave GC-B act -14, HTRA1 inh -15, PRMT1 inh 0, GC-A act 2, rCAG RNA binder 3, TCR CD3 inh 7, mABHD4 FP -10, SIAE inh 1, UHRF1 binding -1 and MBD2 DNA inh -3.
O=S1(=O)CCOC[C@H](Cc2ccccc2)N1Cc1cccc(F)c1 was read as GC-B act 1, HTRA1 inh -9, PRMT1 inh 5, GC-A act -2, rCAG RNA binder -7, TCR CD3 inh -5, mABHD4 FP -5, SIAE inh 6, UHRF1 binding 3 and MBD2 DNA inh 0.
Cc1ccc(OCC(=O)NNC(=O)C(C)Sc2ncnc3sc(C)c(C)c23)cc1 (centres undefined) was read as GC-B act -2, HTRA1 inh -10, PRMT1 inh 0, GC-A act -4, rCAG RNA binder 1, TCR CD3 inh 4, mABHD4 FP -6, SIAE inh -4, UHRF1 binding -4 and MBD2 DNA inh 0.

Continuation:
Screening CCOc1ccccc1N1CCN(S(=O)(=O)CC)CC1 returned GC-B act 1, HTRA1 inh 3, PRMT1 inh 7, GC-A act -4, rCAG RNA binder 4, TCR CD3 inh -5, mABHD4 FP -4, SIAE inh 0, UHRF1 binding 0 and MBD2 DNA inh 1.
CC(=O)NC(Cc1ccccc1C)C(=O)NC1CCN(C(=O)c2cccc(C)c2)CC1 (centres undefined) was read as GC-B act 0, HTRA1 inh -1, PRMT1 inh 4, GC-A act 6, rCAG RNA binder -8, TCR CD3 inh -4, mABHD4 FP 6, SIAE inh -2, UHRF1 binding 8 and MBD2 DNA inh 0.
Screening COc1ccc(CC(=O)N2N=C(C)CC2(O)c2cccnc2)cc1 (centres undefined) returned GC-B act 6, HTRA1 inh 9, PRMT1 inh 2, GC-A act -2, rCAG RNA binder -2, TCR CD3 inh -1, mABHD4 FP 2, SIAE inh 4, UHRF1 binding 3 and MBD2 DNA inh -2.
`COc1ccccc1N1CCN(C(=O)Cn2cnc3c2c(=O)n(C)c(=O)n3C)CC1` gave GC-B act 1, HTRA1 inh 7, PRMT1 inh 3, GC-A act 3, rCAG RNA binder 15, TCR CD3 inh -4, mABHD4 FP -2, SIAE inh -3, UHRF1 binding 4 and MBD2 DNA inh 0.
COc1ccc(C2=Nn3c(nnc3-c3ccccc3OC)SC2)cc1OC1CCOC1 (centres undefined) was read as GC-B act 5, HTRA1 inh 5, PRMT1 inh 3, GC-A act 6, rCAG RNA binder -8, TCR CD3 inh 9, mABHD4 FP 11, SIAE inh 13, UHRF1 binding 0 and MBD2 DNA inh 2.
CCN1C(=O)c2ccccc2Sc2ccc(C(=O)NCCCN(CC(C)C)CC(C)C)cc21 was read as GC-B act 1, HTRA1 inh 1, PRMT1 inh -4, GC-A act 1, rCAG RNA binder -5, TCR CD3 inh 5, mABHD4 FP 1, SIAE inh -2, UHRF1 binding 0 and MBD2 DNA inh 3.
Screening Cc1cc(C)cc(C(=O)NCC(=O)OCC(=O)N2CCN(S(=O)(=O)c3ccc4ccccc4c3)CC2)c1 returned GC-B act -2, HTRA1 inh 2, PRMT1 inh -1, GC-A act -3, rCAG RNA binder 6, TCR CD3 inh 10, mABHD4 FP -8, SIAE inh -8, UHRF1 binding -1 and MBD2 DNA inh 0.

Compound activity: PubChem BioAssay, several laboratories
